# S1P3 ag = activates the human S1P3 receptor; S1P3 NFAT-BLA reporter cells, agonism, FRET ratio; relative to 1 µM S1P, basal subtracted; activation, % at 4.5 µM; Q99500; 60,000 compounds, 0.1% hits; AID 373;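 active = activation above the screen-wide mean plus 3 SD, cut at about 4.5% in these data, passing the limit was not always enough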; note: some compounds called inactive have numbers as strong as hits
#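 Benchmarks: high control 1 µM S1P / System: stable CHO line with human S1P3, Gα16, NFAT-BLA reporter / Dosing: single compound concentration, 4.5 µM final / Timing: 4 h compound at 37 °C, 2 h substrate at RT / Measured by: FRET β-lactamase substrate fluorescence, excitation 405 nm, 460/535 nm emission ratio, background-subtracted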
# HTR1E agonist = 5-HT1E (human) receptor agonism; P28566; CHO 5-HT1E Ga15 NFAT-bla reporter, FRET; 0% DMSO wells, 100% control agonist wells; activation, % at 6 µM; 65,000 compounds, 0.69% hits; AID 574;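 active = activation above a set limit, the screen-wide mean activation plus 3 SD, cut at about 8.5% in these data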;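 note: 100% = positive control agonist at 1 µM giving full maximal response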
# Target sequence (P28566 whole entry, looked up): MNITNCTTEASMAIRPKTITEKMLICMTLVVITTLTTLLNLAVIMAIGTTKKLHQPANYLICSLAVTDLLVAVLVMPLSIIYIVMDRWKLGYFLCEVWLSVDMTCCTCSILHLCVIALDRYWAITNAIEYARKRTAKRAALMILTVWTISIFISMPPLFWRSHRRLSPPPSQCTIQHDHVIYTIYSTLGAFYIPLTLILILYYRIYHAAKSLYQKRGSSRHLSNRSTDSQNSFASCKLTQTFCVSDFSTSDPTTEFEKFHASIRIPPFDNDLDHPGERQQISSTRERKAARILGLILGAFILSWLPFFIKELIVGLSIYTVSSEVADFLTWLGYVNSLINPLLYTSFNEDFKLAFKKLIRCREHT
# S1P1 ag-PAM = agonists and agonism potentiators of human S1P1 receptor; P21453; S1P1 CRE-bla cells, forskolin, beta-lactamase FRET, potentiator mode; S1P1 agonist co-added at EC20, 2 nM; 100% = saturating reference agonist, 0% = basal; activation, % at 9.5 µM; 56,000 compounds, 0.57% hits; AID 449;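 active = activation above a cutoff set at the mean activation of all tested compounds plus 3 SD, cut at about 54% in these data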;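 note: forskolin at 4 µM as EC80 and the EC20 agonist is SEW2871; 100% = SEW2871 at its EC100 plus forskolin at EC80; some compounds past the cut are filed as inactive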
# Target sequence (P21453 whole entry, looked up): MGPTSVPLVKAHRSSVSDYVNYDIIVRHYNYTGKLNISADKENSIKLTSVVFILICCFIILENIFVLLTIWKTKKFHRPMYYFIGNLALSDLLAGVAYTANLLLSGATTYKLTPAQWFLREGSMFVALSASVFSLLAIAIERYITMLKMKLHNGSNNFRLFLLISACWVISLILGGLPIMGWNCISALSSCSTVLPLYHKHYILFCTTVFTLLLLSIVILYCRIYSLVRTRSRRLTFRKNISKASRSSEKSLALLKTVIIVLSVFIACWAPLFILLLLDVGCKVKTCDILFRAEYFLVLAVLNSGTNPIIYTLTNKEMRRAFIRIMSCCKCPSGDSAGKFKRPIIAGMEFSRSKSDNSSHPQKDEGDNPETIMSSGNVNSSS
# Autofluor 339 = intrinsic fluorescence of library compounds, ex339/em460 – biochemical, MLSMR library, data from DPM-DC assay, artefact control, profiling panel; compound autofluorescence, ex339/em460 nm, NADH buffer; hits give high values; 1 = no-compound wells, NADH background; fluorescence fold increase at 10 µM; 65,000 compounds, 5.5% hits; AID 709;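 active = at 10 µM, mean starting fluorescence two-fold or more over control wells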;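 note: signal is the first read of a kinetic run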
# A340 absorber = compound absorbs light at 340 nm | compound absorbance at 340 nm, fold over control | fold change at 10 µM | 65,000 tested, under 10 active | AID 708;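 active = at 10 µM dose, initial 340 nm absorbance at least 2 fold that of control wells; inactive = change under 2 fold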;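 note: initial absorbance extrapolated from kinetic A340 decline of NADH oxidation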
# Her2 expr inh = inhibitors of human Her2 kinase expression; 65,000 compounds, 0.69% hits; AID 645; P04626; HER2 level % of control, % at 10 µM; SKBR-3 HER2 protein level, AlphaScreen, 18-24 h; hits give low values;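 active = HER2 level under 5% of the carrier-only control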;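 note: 100% = DMSO carrier and 0% = 500 nM PU-H71 HSP90 inhibitor; lower value means stronger loss of Her2 protein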
# MMP13 inh = blocks human MMP13 activity; P45452; inhibition, % at 4 µM; MMP-13 fTHP FRET cleavage, Mca fluorescence; AID 570; 65,000 compounds, 0.07% hits;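 active = inhibition above the mean of compound-free control plate wells plus 3 SD, cut at about 14% in these data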;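 note: 0% = DMSO wells and 100% = wells with reference MMP-13 inhibitor after basal subtraction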
# 5HT1E antag = antagonists of human 5-HT1E serotonin receptor. P28566. CHO 5-HT1E Ga15 NFAT-bla reporter, FRET, antagonist. inhibition, % at 6 µM. 65,000 compounds, 0.99% hits. AID 571;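 active = inhibition above a set limit, the mean inhibition across every tested compound plus 3 SD, cut at about 29% in these data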;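 note: signal is the 460 over 535 nm emission ratio of beta-lactamase substrate; 0% = agonist plus DMSO wells and 100% = wells without agonist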
# 5HT1a antag = 5-HT1a (human) receptor antagonism; P08908; CHO 5-HT1a Ga15 NFAT-bla reporter, antagonist mode; inhibition, % at 10 µM; 62,000 compounds, 0.68% hits; AID 612;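 active = inhibition above the mean of all tested compounds plus 3 SD, cut at about 43% in these data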;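 note: receptor stimulated by 5-CT agonist at 100 nM near EC80; beta-lactamase reporter measured by ratiometric fluorescence of a cleavable substrate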
# * marks the source's active call; other numbers are inactive results; x = not tested or not shown; [ ] = another dose, or the depositor's remark.
SMILES,S1P3 ag,HTR1E agonist,S1P1 ag-PAM,Autofluor 339,A340 absorber,Her2 expr inh,MMP13 inh,5HT1E antag,5HT1a antag
COc1cccc(-c2nn(C)c3sc(C(=O)N4CCN(c5ccccc5)CC4)cc23)c1,-1.1,0.4,-10,1.1,0.99,90,-10,-4,6
Cc1ccc(Cn2c(C(=O)NCCCN3CCOCC3)cc3sccc32)cc1,-0.4,0.1,8,1,0.99,95,-2,24,15
Cc1cc2cc(CN(Cc3ccco3)C(=O)C3CCCCC3)c(=O)[nH]c2cc1C,0.0,-1.4,14,1.3,1.1,73,-2,-9,-2
O=C1CCCCCN1Cc1nnc(SCc2nc3ccccc3s2)n1-c1ccccn1,x,-0.9,x,1.1,1,62,2,-6,4
Cc1ccc(N(CC(N)=O)C2SC(=O)N(Cc3ccccc3)C2=O)cc1 (configuration not stated),-0.2,-0.3,-17,1,1,92,4,-10,-2
CCOc1ccc(CCNC(=O)C2CCN(S(=O)(=O)CC)CC2)cc1OCC,-0.5,0.9,-30,1.1,1,97,-5,-8,-5
CCN(CCCNC(=O)CCCN1C(=O)COc2ccc(C)cc21)c1cccc(C)c1,0.4,-0.4,-4,0.99,0.98,114,-2,-3,10
O=c1cnnc(NCc2ccccc2)[nH]1,0.6,-0.7,-18,1,0.99,85,0,3,3
CC1CN(C(=O)CSc2ncnc3sccc23)CC(C)O1 (configuration not stated),-2.1,0.5,-1,1.1,1,89,0,5,-5
COCc1[nH]nc2c1C(c1cccc(OC)c1)C(C#N)=C(N)O2 (configuration not stated),-1.8,-0.2,-5,1,1,104,-5,-8,x
CCC(=O)N1CN(S(=O)(=O)c2ccc(C)cc2)CC1C (configuration not stated),0.5,-0.7,-8,1,1,99,-9,-7,0
CCn1cc(C(=O)N2CCn3c(nc4ccccc43)C2)c(=O)c2ccc(C)nc21,-1.1,-0.3,-58,1.1,1.1,84,0,1,14
Cc1ccnc(SCC(=O)Nc2sc3c(c2C#N)CCCC3)n1,-2.0,-0.9,100*,1.1,0.99,93,-7,13,11
Cc1ccc(-c2nc3s/c(=C\c4ccco4)c(=O)n3n2)cc1,-0.8,1.6,-13,1.1,1.1,75,4,-6,-1
O=C(NCc1cccs1)c1ccccc1F,-0.4,0.5,x,1.1,1,85,5,1,1
Cc1cc(NC(=O)C2CCCN(S(=O)(=O)c3cnc[nH]3)C2)ccc1Br (configuration not stated),-0.5,0.8,-16,1.1,1.1,101,3,-9,-9
Cc1csc2nc(CNS(=O)(=O)c3ccc(-c4ccccc4)cc3)cn12,-1.2,-0.4,37,1.1,1,93,1,6,8
COc1ccc(N2CCN(C(=O)c3cccc(Cn4cc(Cl)cn4)c3)CC2)cc1,0.3,0.4,13,1,1,75,-4,0,-5
COc1ccc(C2N=C(c3ccccc3)C(C)(C)N2O)cc1OC (configuration not stated),-0.1,-0.2,-15,1.1,1,108,-1,-1,12
CC1CCc2nn(CC(=O)NC3CCCC(C)C3C)cc2C1 (configuration not stated),-0.3,0.2,-30,1.1,1.1,97,-7,-3,7
CC(C)C12CN3CC(C(C)C)(CN(C1)C31C(=O)Nc3ccccc31)C2=O (configuration not stated),-0.7,0.3,x,1.1,1,91,1,-7,8
O=C(N1CCOCC1)N1c2ccccc2CC(N2CCOCC2)c2ccccc21 (configuration not stated),-0.2,0.4,2,1.1,1.1,97,0,-8,-15
CC1=C(Sc2nc3ccccc3[nH]2)C(=O)NC(C)(C)C1,-1.4,-0.9,1,1.1,0.99,107,3,-2,-2
CCOC(=O)c1c(NC(=O)CSc2ncn[nH]2)sc(C)c1C,-0.1,0.0,-22,1.1,1.1,90,-1,9,-20
O=c1c2c(n3nnnc3n1-c1ccccc1)-c1ccccc1CC21CCCC1,-0.3,1.4,-19,1,1,137,-2,-7,9

# Of the compounds above, these have a furan ring, fused or not:
SMILES,S1P3 ag,HTR1E agonist,S1P1 ag-PAM,Autofluor 339,A340 absorber,Her2 expr inh,MMP13 inh,5HT1E antag,5HT1a antag
Cc1cc2cc(CN(Cc3ccco3)C(=O)C3CCCCC3)c(=O)[nH]c2cc1C,0.0,-1.4,14,1.3,1.1,73,-2,-9,-2
Cc1ccc(-c2nc3s/c(=C\c4ccco4)c(=O)n3n2)cc1,-0.8,1.6,-13,1.1,1.1,75,4,-6,-1

# (next part)
SMILES,S1P3 ag,HTR1E agonist,S1P1 ag-PAM,Autofluor 339,A340 absorber,Her2 expr inh,MMP13 inh,5HT1E antag,5HT1a antag
Cc1cc(=O)c2cc(Cl)ccc2[nH]1,-0.3,-0.2,-8,1.1,0.99,80,-1,10,-4
CC(=O)NCCCc1c[nH]c2ccc(Cl)cc12,-2.3,0.7,7,1.2,1,95,-2,-11,-2
O=C1CCc2cc(S(=O)(=O)N3CCN(Cc4ccc5c(c4)OCO5)CC3)ccc2N1,-1.2,-1.2,12,1.1,1,84,0,9,12
COC(=O)Cn1c(CN2CCN(c3ccc(F)cc3)CC2)nc2c1c(=O)n(C)c(=O)n2C,-0.6,0.0,13,1.1,1,84,0,-3,11
COc1ccc(C(C(=O)NC(C)(C)C)N(Cc2ccco2)C(=O)CCC(=O)Nc2cc(C)on2)cc1 (configuration not stated),-0.9,-1.3,18,1.1,1.1,80,-2,20,15
CC1(C)C(=O)C2(C(=O)NCc3ccccc3)CCC1C2 (configuration not stated),-0.2,-0.5,x,1.1,1,100,3,6,-5
COc1cc(C(=O)NCCc2cn3ccccc3n2)cc(OC)c1OC,0.6,-0.1,-28,1.1,1.1,88,-14,4,-6
c1ccc(Cn2ncc3c(N4CCCCC4)ncnc32)cc1,-0.3,0.2,-46,1,1,96,0,11,11
COc1ccccc1N(C(=O)NCc1ccccc1)C1=NCC(C)S1 (configuration not stated),-0.4,-0.6,-23,0.99,1,78,7,9,19
O=C(Nc1nc(-c2ccc(S(=O)(=O)N3CCCC3)cc2)cs1)C1COc2ccccc2O1 (configuration not stated),-1.8,-0.3,25,1.1,0.99,109,2,1,20
CC(=O)Nc1c(O)[nH]c2ccccc12,1.1,0.0,-23,1,0.97,99,1,-1,0
COc1ccccc1N1CCN(c2cc(N3CCCC3)nc(C)n2)CC1,-0.4,0.1,-10,1.2,1,81,3,2,7
O=C(NCc1ccco1)c1cc2c(s1)CCCCC2,-0.5,-0.4,3,1.1,1.1,115,2,-1,6
CC(=O)N1CCc2c(sc(NC(=O)c3ccc4c(c3)OCCO4)c2C#N)C1,-0.7,1.1,16,0.98,1.2,68,-5,-6,-7
CC(C)(C)NC(=O)CC(CC(=O)O)c1ccccc1 (configuration not stated),-0.6,0.6,-10,1,0.98,102,-4,0,-1
N#Cc1nc(COc2ccccc2)oc1N1CCCCC1,-1.7,1.5,7,1.1,1,91,-3,-2,4
Cc1ccc(C(C(=O)NC2CCCC2)N(C(=O)c2csnn2)C2CCCC2)o1 (configuration not stated),1.1,-0.7,-14,1.1,0.94,119,-3,-1,14
COc1ccccc1NC(=O)Cn1cnc2c(cnn2-c2ccccc2)c1=O,0.4,-0.2,-15,1,1,59,-5,-9,1
COc1ccc(OC)c(C2/C(=C(/O)c3cnn(-c4ccccc4)c3C)C(=O)C(=O)N2CCN(C)C)c1 (configuration not stated),-3.9,1.0,-6,1.1,1.1,102,1,-20,x
CCCN(CCC)C(=O)Cn1c(=O)n(CCCCC(=O)NC2CCCC2)c(=O)c2ccccc21,-0.8,0.5,-9,1.1,1,77,2,-14,-10
COc1ccc(C(=O)Nc2nncs2)cc1S(=O)(=O)N1CC(c2ccccc2)CC1=O (configuration not stated),-0.2,1.8,-14,1.1,1,96,-2,1,-1
Cc1ccc2cc(CN(C)C(=O)C3CCCO3)c(=O)[nH]c2c1 (configuration not stated),0.6,1.1,-4,1.4,1,78,1,-4,3
CC1=CC(C)(C)Nc2ccccc21,-0.8,0.8,-1,2.5*,1,101,2,8,-15
CC(C)CNS(=O)(=O)c1ccc(S(=O)(=O)N2CCN(CCC#N)CC2)cc1,-0.8,0.6,-13,1.1,1,106,1,6,-17
Cc1cccc2c(=O)oc(-c3ccc4c(c3)C(=O)N(CC3CCCO3)C4=O)nc12 (configuration not stated),-0.6,-0.5,-20,1.6,1,x,6,3,0

# New compounds follow
SMILES,S1P3 ag,HTR1E agonist,S1P1 ag-PAM,Autofluor 339,A340 absorber,Her2 expr inh,MMP13 inh,5HT1E antag,5HT1a antag
COc1ccc2nc(NC(=O)c3ccc(-n4nc(C)cc4C)cc3)sc2c1,-0.9,-0.6,2,5.1*,1,46,-2,2,5
CN1CCN(S(=O)(=O)c2cccc(C(=O)Nc3sc4c(c3C(N)=O)CCCC4)c2)CC1,0.9,-0.3,-23,1.1,1,84,2,0,4
CC(C)(C)NC(=O)/C=N/O,-1.0,-0.2,1,1.1,1,116,2,-5,x
CCOC(=O)C1C(=O)NC(N2CCOCC2)=NC1c1ccco1 (configuration not stated),-1.3,0.2,x,1,1,109,4,-4,0
CCOc1ccc2[nH]c3c(N4CCN(c5ccccn5)CC4)ncnc3c2c1,-0.4,1.2,-38,2.7*,1,66,-58[fluorescence artefact?],9,-14
O=C1CN2C(=N1)N(Cc1ccccc1)c1ccccc12,-0.8,0.5,x,1.1,1,90,2,-7,1
CO[C@H]1C=CO[C@@]2(C)Oc3c(C)c(O)c4c(O)c(c(C=NN5CCN(C)CC5)c(O)c4c3C2=O)NC(=O)C(C)=CC=C[C@H](C)[C@H](O)[C@@H](C)[C@@H](O)[C@@H](C)[C@H](OC(C)=O)[C@@H]1C,-3.2,-0.1,-6,1,1.1,96,1,8,x
N#CC1=C(N)N(c2ccccc2C#N)C2=C(C(=O)CCC2)C1c1ccsc1 (configuration not stated),-1.0,-0.7,12,1.1,1.1,74,-1,14,2
COc1cccc(CNS(=O)(=O)c2cn(C)cn2)c1,0.0,0.6,-7,1,0.98,76,1,-3,-2

# 5 records drawn at random from those above:
SMILES,S1P3 ag,HTR1E agonist,S1P1 ag-PAM,Autofluor 339,A340 absorber,Her2 expr inh,MMP13 inh,5HT1E antag,5HT1a antag
CCOC(=O)C1C(=O)NC(N2CCOCC2)=NC1c1ccco1 (configuration not stated),-1.3,0.2,x,1,1,109,4,-4,0
COc1ccccc1NC(=O)Cn1cnc2c(cnn2-c2ccccc2)c1=O,0.4,-0.2,-15,1,1,59,-5,-9,1
CC(C)C12CN3CC(C(C)C)(CN(C1)C31C(=O)Nc3ccccc31)C2=O (configuration not stated),-0.7,0.3,x,1.1,1,91,1,-7,8
CC(C)(C)NC(=O)CC(CC(=O)O)c1ccccc1 (configuration not stated),-0.6,0.6,-10,1,0.98,102,-4,0,-1
CC1CN(C(=O)CSc2ncnc3sccc23)CC(C)O1 (configuration not stated),-2.1,0.5,-1,1.1,1,89,0,5,-5

# From PubChem
